Bioassay records as filed in PubChem.
TGFb SMAD3 inh: inhibitors of TGF-b signaling | HepG2 CAGA-GFP TGF-b/SMAD3 reporter, GFP fluorescence, 18 h; TGF-beta stimulated, 500 pg/mL final | Potency, µM (top dose mostly 46.1 µM), for the others: top-dose activity, negative = inhibition, hits mostly inhibitors | 410,000 compounds, 1.2% hits; further: potency means the concentration at half of the fitted maximal effect; on the % scale 0 is the no-effect control and ±100 the full control effect; nearly all actives have a fitted effect of over 65% in size
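Inhibition of TGF-beta-driven CAGA-GFP reporter expression in HEPG2 cells is measured by cellular GFP fluorescence after 18 h stimulation with 500 pg/mL recombinant TGF-beta in 1% FBS medium at 37 degrees C.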
HepG2 tox: HepG2 cytotoxicity, counter-screen for TGF-b inhibitors | HepG2 CAGA-GFP viability, ATP luminescence, 18 h | Potency, µM (highest dose often 46.1 µM), for the others: at the highest dose activity change, negative = cytotoxicity, most hits filed as cytotoxic | 410,000 compounds, 0.76% hits; further: potency means the concentration at half of the fitted maximal effect; some results filed as inactive show a strong effect at the top dose
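CellTiter-Glo luminescence gave cytotoxicity after 18 hours at 37 degrees C. The cells were HepG2 CAGA-GFP in 1% FBS DMEM, stimulated with 500 pg/mL TGF-beta after compound addition. %Activity was normalised to no-cell wells (complete cell-killing) and DMSO (no toxicity), and curves were fitted and classified.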
EPAC2 agonist: activates human EPAC2 exchange factor; Potency, µM (series often up to 154 µM), inactives show at the highest dose activation, actives largely listed as activators; EPAC2 activation, biochemical qHTS; response scale: 100% = 6.5 mM cAMP response; AID 720711; 360,000 compounds, 0.079% hits; Q8WZA2; further: potency means the concentration at half of the fitted maximal effect; nearly all actives have a fitted effect of over 50% in size
Target sequence (Q8WZA2 whole entry, looked up): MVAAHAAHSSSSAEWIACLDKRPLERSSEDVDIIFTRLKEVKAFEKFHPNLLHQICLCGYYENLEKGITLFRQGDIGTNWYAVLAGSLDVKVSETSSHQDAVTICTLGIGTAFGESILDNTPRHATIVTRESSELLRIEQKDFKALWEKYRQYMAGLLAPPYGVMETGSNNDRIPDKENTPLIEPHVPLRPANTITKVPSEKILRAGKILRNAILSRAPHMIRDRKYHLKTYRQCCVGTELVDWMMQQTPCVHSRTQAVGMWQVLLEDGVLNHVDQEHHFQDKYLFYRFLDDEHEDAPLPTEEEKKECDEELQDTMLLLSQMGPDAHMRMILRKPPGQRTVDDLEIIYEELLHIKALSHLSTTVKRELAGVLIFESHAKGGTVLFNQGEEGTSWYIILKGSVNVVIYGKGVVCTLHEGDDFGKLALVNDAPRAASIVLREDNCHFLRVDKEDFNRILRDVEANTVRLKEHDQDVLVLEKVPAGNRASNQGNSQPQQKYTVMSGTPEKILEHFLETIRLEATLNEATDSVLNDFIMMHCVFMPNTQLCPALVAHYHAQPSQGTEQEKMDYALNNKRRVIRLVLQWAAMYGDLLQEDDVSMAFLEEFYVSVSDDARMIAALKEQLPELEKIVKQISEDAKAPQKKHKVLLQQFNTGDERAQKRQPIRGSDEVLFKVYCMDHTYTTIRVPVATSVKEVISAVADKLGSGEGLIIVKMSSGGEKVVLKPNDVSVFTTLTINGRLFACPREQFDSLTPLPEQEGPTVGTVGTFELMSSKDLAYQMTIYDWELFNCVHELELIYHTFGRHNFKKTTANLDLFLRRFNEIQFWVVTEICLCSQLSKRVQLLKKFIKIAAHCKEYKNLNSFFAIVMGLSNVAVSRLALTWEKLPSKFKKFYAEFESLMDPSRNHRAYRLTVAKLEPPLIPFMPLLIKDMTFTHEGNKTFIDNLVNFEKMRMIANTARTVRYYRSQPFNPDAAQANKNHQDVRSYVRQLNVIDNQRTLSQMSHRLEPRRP
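Fluorescence exchange assay: 100 nM EPAC2 with 250 nM RAP1B-BODIPY-GDP and 50 uM GDP; compounds tested as a concentration-titration series (qHTS). Loss of Rap1-bound BODIPY-GDP fluorescence read at 480/540 nm; data normalized to 6.5 mM cAMP.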
A549 tox: kills or reduces viability of A549 cells in Nrf2 counter-screen. Potency, µM (titrated, usually from 46 µM), for the others: at the highest dose activity change, negative = cytotoxicity, hits mostly inhibitors. 390,000 compounds, 0.16% hits. A549 ARE-Fluc cells, CellTiter-Fluor viability, 18-24 h; further: potency means the concentration at half of the fitted maximal effect; on the % scale 0 is the no-effect control and ±100 the full control effect
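Cytotoxicity counterscreen: CellTiter-Fluor fluorescence was measured in A549 ARE_Fluc cells after 18-24 h of compound exposure in a concentration series. The subsequent BugLite luminescent read reports ARE-luciferase activity.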
Nrf2 ARE act: activates Nrf2 signaling; AREc32 ARE-luciferase reporter (MCF7-derived line), luminescence, 24 h; Potency, µM (series often up to 46.1 µM), for the others: at the highest dose activation, most hits filed as activators; 410,000 compounds, 0.31% hits; AID 624171; further: potency means the concentration at half of the fitted maximal effect; % of control where 0% means no effect; nearly all actives have a fitted effect of over 65% in size
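ARE-driven firefly luciferase activity in AREc32 cells measured after a 24 hr compound exposure at 37 deg C, using Steady-Glo reagent and a 30 min room-temperature hold.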
ATXN2 expr inh: reduces ATXN2 reporter expression in HEK-293 cells. HEK-293 ATXN2-luciferase reporter, luminescence, 24 h. AID 1745845. 360,000 compounds, 0.72% hits. Potency, µM (series often up to 57 µM), for inactives: top-dose activity change, negative = inhibition, hits mostly inhibitors; further: potency means the concentration at half of the fitted maximal effect; on the % scale 0 is the no-effect control and ±100 the full control effect; nearly all actives have a fitted effect of over 55% in size
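qHTS (up to 57 uM final) was run with 24 h compound exposure of reporter cells at 37 °C. Each well was multiplexed: SteadyGlo luminescence measured ATXN2-luciferase expression after a fluorogenic Gly-Phe-AFC viability readout (25 uM final).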
S2 tox: cell viability loss in ATXN counter-screen | S2 cells (HEK-293 line with an ATXN2-luciferase reporter) viability, CellTiter-Fluor protease fluorescence, 24 h | Potency, µM (titrated, usually from 56.7 µM), hits mostly cytotoxic | 400,000 compounds, 0.49% hits | AID 651635; further: potency means the concentration at half of the fitted maximal effect; nearly all actives have a fitted effect of over 40% in size
IL-2 act: activators of IL-2. IL-2 activation reporter assay, cell-based qHTS; stimulated with anti-CD3/CD4/CD28 beads; in transgenic mouse T cells. activation, % (series mostly up to about 46 µM). 360,000 compounds, 0.065% hits. AID 652025; in the data active means activation above about 50%; inconclusive means mostly about 30% to 49%; further: 0% is about no effect
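Readout is EGFP and DsRed signal by fluorescent plate cytometry after 18 h at 37 degrees C. Transgenic mouse T cells (750/well) received compound for 60 min before bead stimulation (anti-CD3, anti-CD4, anti-CD28); memory T cells served as non-tolerant control.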
Nrf2 inh: inhibitors of Nrf2 signaling; Potency, µM (doses to about 46 µM), for the others: top-dose activity change, negative = inhibition, hits mostly inhibitors; A549 ARE-Fluc reporter, luciferase luminescence, 18-24 h; 360,000 compounds, 2.1% hits; further: potency means the concentration at half of the fitted maximal effect; on the % scale 0 is the no-effect control and ±100 the full control effect; nearly all actives have a fitted effect of over 60% in size
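A549 ARE_Fluc cells, 5000/well, 5% FBS OPTI-MEM; compounds in dose-response, 18-24 h at 37 °C/5% CO2; CellTiter-Fluor viability read (Ex 405/Em 525), then BugLite luciferase luminescence = Nrf2 activity.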
Starred values were filed as active, the others as inactive; i = inactive; ? = inconclusive; nt = no result given; [ ] = remark or other dose. Unless noted, the call rests on the fitted dose curve; in most records, active means well fitted curve in the direction sought with a large enough effect; inconclusive means small, poorly fitted or top-dose-only effect, or another doubt; inactive means no such curve, though single readings can be large; an effect the other way counts as inactive or inconclusive. Not a hit list. Share with any hit: about 4.3%.

(1) Cc1ccc(C(=O)C(C)Oc2ccc3ccc(=O)oc3c2)cc1 (stereo not drawn)
(2) CC(=O)Nc1ccc(C(=O)N2CCCc3ccccc32)cc1
(3) Cc1ccccc1OCCn1cc(C(=O)c2ccco2)c2ccccc21
(4) Cc1ccc(S(=O)(=O)c2nnn3c2nc(N2CCCCC2)c2ccccc23)cc1
(5) CC(C)CNc1ncnc2c1ncn2[C@H]1CN(Cc2cccs2)C[C@@H](CO)O1
(6) CCOC(=O)CNc1c(-c2ccc(F)cc2)nc2cnccn12
(7) Cc1ccc(CNC(=O)c2ccc(N3CCC4(CC3)CC(c3cccc(Br)c3)=NO4)c(NC(=O)c3c(Cl)cccc3Cl)c2)cc1
(8) Cc1ccc(CNC(=O)CCCCCn2c(=O)[nH]c3ccccc3c2=O)cc1

entry no.,1,2,3,4,5,6,7,8
TGFb SMAD3 inh,4%,5%,?,-15%,38%[activator],-2%,-24%,?
HepG2 tox,12%,0%,-10%,-1%,1%,-39%,1%,-2%
EPAC2 agonist,5%,10%,nt,-1%,12%,8%,4%,nt
A549 tox,7%,2%,-11%,-9%,nt,18%,-7%,-3%
Nrf2 ARE act,-0.2%,-0.7%,3.9%,-0.4%,0.9%,-0.2%,0.4%,4.8%
ATXN2 expr inh,6%,10%,-18%,-9%,-1%,-1%,-5%,nt
S2 tox,i,?,?,i,i,nt,i,nt
IL-2 act,-3.2,0.0,nt,0.3,-0.2,-1.3,-0.3,nt
Nrf2 inh,9%,-8%,?,3%,nt,-17%,-4%,nt

(9) CN(C(=O)COC(=O)c1ccccc1SCC(=O)N1CCCC1)C1(C#N)CCCCC1
(10) CCOC(=O)c1c(N)sc2c(O)c(Br)ccc12
(11) Cc1ccc(Nc2nnc(SCC(=O)NC3CC3)s2)cc1
(12) O=C1c2cccc3c([N+](=O)[O-])ccc(c23)C(=O)N1c1nccs1
(13) CCc1cccc(-n2nnc(-c3nc(-c4ccccc4Cl)no3)c2N)c1
(14) O=C(COc1ccccc1)Nc1cc(Cl)ccc1Cl
(15) Cc1ccc(NC(=O)Nc2nc3ccc(S(C)(=O)=O)cc3s2)cc1
(16) COC(=O)c1sccc1NC(=O)Nc1cccc([N+](=O)[O-])c1

entry no.,9,10,11,12,13,14,15,16
TGFb SMAD3 inh,4%,20%,4%,-16%,2%,8%,?,-1%
HepG2 tox,-2%,0%,3%,-35%,2%,-17%,-17%,2%
EPAC2 agonist,10%,2%,1%,-6%,nt,3%,3%,6%
A549 tox,2%,-6%,-1%,-6%,6%,?,-5%,-2%
Nrf2 ARE act,-0.3%,21%,6.4%,0.5%,0.8%,?,0.5%,3.7%
ATXN2 expr inh,14%,8%,4%,?,nt,nt,-1%,0%
S2 tox,i,i,i,i,nt,i,i,i
IL-2 act,0.4,2.5,-0.6,-1.0,nt,1.6,-3.7,1.0
Nrf2 inh,9%,17%,-20%,-10%,24%,?,-3%,-1%

(17) Cc1ccc([N+](=O)[O-])cc1S(=O)(=O)N(C(=O)c1ccncc1)c1ccc2oc3c(c2c1)CCCC3
(18) CCCNC(=O)c1cnn2c(C(F)F)cc(-c3ccccc3)nc12
(19) O=C(CCC(=O)c1ccc(F)cc1)Nc1cccc(S(=O)(=O)Nc2cccc(Cl)c2)c1
(20) CCOc1ccc(CCNC(=O)c2nc(-c3cccc(F)c3)n3c2CCCCC3)cc1OCC
(21) Cc1cccc(-n2ncc3c(NCCc4ccc(S(N)(=O)=O)cc4)ncnc32)c1
(22) COc1cc(C(=O)NCc2nnc(SCC(=O)Nc3nc4ccc(C)cc4s3)o2)cc(OC)c1OC
(23) O=C(Oc1cccc(Cl)c1)N1CCOCC1
(24) Cc1csc(=O)n1CCC(=O)OCC(=O)Nc1ccc(Cl)cn1

entry no.,17,18,19,20,21,22,23,24
TGFb SMAD3 inh,?,?,13µM*,?,-16%,0%,14%,?
HepG2 tox,-15%,-29%,-28%,-26%,-26%,-14%,-2%,-21%
EPAC2 agonist,8%,nt,2%,nt,20%,6%,2%,19%
A549 tox,23%,?,-3%,?,2%,3%,-1%,5%
Nrf2 ARE act,-0.3%,-1.3%,2.9%,0.0%,0.0%,4.1%,0.9%,0.5%
ATXN2 expr inh,0%,-30%,0%,nt,?,16%,-10%,6%
S2 tox,i,nt,i,nt,?,i,i,i
IL-2 act,-1.8,nt,-0.2,nt,-1.8,0.6,1.2,5.8
Nrf2 inh,7%,23µM*,-26%,21µM*,-9%,16%,4%,0%

(25) CCN1CCc2nc3ccccc3c(C(=O)Nc3ccc(C#N)cc3)c2C1
(26) CCCOc1ccc(Br)cc1CSC(=N)N
(27) CCOC(=O)Cc1csc(NC(=S)NC(=O)c2cc(OC)c(OC)c(OC)c2)n1
(28) CC(=O)Oc1ccc(/C=C2\N=C(C3CCCCC3)OC2=O)cc1
(29) COc1ccc(N2CCN(C(=O)CCc3c(C)nc4cc(-c5ccc(OC)cc5OC)nn4c3C)CC2)cc1
(30) C/C=C/c1ccc(OCC(O)CN2CCCCCCC2)c(OC)c1 (stereo not drawn)
(31) COc1cccc2sc(Nc3nc4ccc(NC(C)=O)cc4s3)nc12
(32) Cc1[nH]c(-c2ccc(F)cc2)cc1C(=O)N1CCN(c2ccccc2)CC1

entry no.,25,26,27,28,29,30,31,32
TGFb SMAD3 inh,0%,?,-2%,-28%,16%,11%,?,?
HepG2 tox,-4%,-58%,0%,9%,-8%,-21%,-35%,-34%
EPAC2 agonist,2%,11%,22%,8%,nt,7%,10%,5%
A549 tox,?,-16%,12%,-6%,1%,1%,-2%,?
Nrf2 ARE act,0.1%,1.3%,0.5%,-0.5%,-0.2%,0.8%,19%,3.3%
ATXN2 expr inh,nt,?,nt,-2%,2%,0%,-37%,?
S2 tox,i,i,i,i,i,i,i,i
IL-2 act,-1.8,-3.3,-0.7,2.2,nt,-0.1,-0.9,-0.8
Nrf2 inh,0%,-13%,3%,1%,-2%,?,?,?

(33) O=C(CN1CCN(C(=O)c2ccccc2F)CC1)Nc1ccc(Br)cc1
(34) CCOc1ccccc1N(CC(=O)Nc1c(C)n(C)n(-c2ccccc2)c1=O)S(=O)(=O)c1ccccc1
(35) COc1ccc(Br)cc1CNC(=O)c1ccc2c(c1)N(Cc1ccc(C)cc1)CCS2
(36) CCNC(=O)CC1C(=O)N(c2ccc(OC)cc2)C(=O)N1Cc1ccc(OC)cc1 (stereo not drawn)
(37) Cc1ccc(N2CC(C(=O)N3CCN(c4ccccn4)CC3)CC2=O)cc1 (stereo not drawn)
(38) CCOc1cc(C2CC(=O)Nc3c2c(=O)nc(SCc2cccc(Cl)c2)n3C)ccc1O (stereo not drawn)
(39) O=C1CCC(C(=O)N2CCSCC2)CN1CCc1ccccc1 (stereo not drawn)
(40) Cc1nnc(NC(=O)CSc2nnc(CCc3nc4ccccc4[nH]3)n2C)s1
(41) CC(=O)Nc1cccc(NC(=O)Nc2ccc(F)cc2F)c1
(42) C=CCC[C@H](Cc1ccc(F)cc1)C(=O)OC[C@@H](Cc1c[nH]c2ccccc12)NC(=O)[C@H](CC=C)CC(=O)NCCO
(43) CC1(C)C2CCC1(C)C(Nc1ccccc1)C2 (stereo not drawn)

entry no.,33,34,35,36,37,38,39,40,41,42,43
TGFb SMAD3 inh,2%,9%,nt,-15%,0%,-14%,4%,-14%,8%,?,-4%
HepG2 tox,-10%,3%,-7%,2%,-6%,-20%,-4%,-16%,12%,-48%,-50%
EPAC2 agonist,-7%,6%,nt,-1%,-9%,nt,4%,-7%,10%,2%,2%
A549 tox,-10%,-2%,10%,0%,-8%,1%,0%,3%,1%,-12%,2%
Nrf2 ARE act,1.0%,-0.4%,0.7%,0.0%,0.3%,1.0%,-0.2%,0.3%,2.7%,-0.2%,-0.4%
ATXN2 expr inh,-18%,nt,nt,19%,11%,5%,6%,-2%,nt,?,-2%
S2 tox,i,i,nt,i,i,i,?,?,i,?,i
IL-2 act,0.0,0.7,nt,-0.2,-2.0,nt,-4.6,-2.6,-2.2,-0.3,-0.4
Nrf2 inh,-19%,?,-8%,nt,3%,6%,-13%,5%,5%,-24%,-3%
